High-throughput results (PubChem BioAssay)
ADAM10 inh: human ADAM10 inhibitors, primary screen, biochemical, QFRET, HTS; AID 720582, 2013; 0.62% of 370,000 active; recombinant ADAM10, EDANS/DABCYL FRET peptide cleavage, 3 h; Disintegrin and metalloproteinase domain-containing protein 10 (Homo sapiens), O14672; inhibition, % at 7 µM;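 active means inhibition above a per-campaign cutoff equal to the mean of compounds falling between control-based bounds plus 3 SD, cut at about 20% in these data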;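 further: 0% = DMSO wells while the 100% control is not disclosed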
Target sequence (O14672 214-748 limits assumed): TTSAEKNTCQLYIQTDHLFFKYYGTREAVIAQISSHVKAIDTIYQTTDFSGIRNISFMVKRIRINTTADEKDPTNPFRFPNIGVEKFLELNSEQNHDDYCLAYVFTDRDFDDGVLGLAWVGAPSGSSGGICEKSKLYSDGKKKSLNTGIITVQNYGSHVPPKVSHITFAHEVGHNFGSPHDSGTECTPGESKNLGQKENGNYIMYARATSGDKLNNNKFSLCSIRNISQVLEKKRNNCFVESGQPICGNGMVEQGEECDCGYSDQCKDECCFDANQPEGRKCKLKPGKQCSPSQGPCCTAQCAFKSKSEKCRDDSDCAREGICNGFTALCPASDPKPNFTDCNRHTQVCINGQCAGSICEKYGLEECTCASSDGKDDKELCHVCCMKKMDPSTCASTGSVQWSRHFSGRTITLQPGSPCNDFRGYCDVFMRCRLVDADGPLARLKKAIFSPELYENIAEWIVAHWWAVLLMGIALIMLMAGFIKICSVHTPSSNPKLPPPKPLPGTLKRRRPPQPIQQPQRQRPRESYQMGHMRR
FXN GAA850 act: FXN promoter activators, primary screen, cell-based, luciferase luminescence, HEK293 lucGAA850. activation, % at 6 µM. 0.56% of 360,000 active. HEK293 lucGAA850 FXN promoter luciferase reporter, 24 h; percent of 10 µM SAHA response;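 active means activation above the average of all compounds screened plus 3 SD, cutoff fixed separately per campaign, cut at about 7.5% in these data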;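 further: 0% = DMSO wells and 100% = 10 µM SAHA wells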
hgDAF12 agonist: H. glycines DAF-12 receptor agonists, primary screen, cell-based, luminescence, HEK293, GAL4 fusion, UAS-luciferase; Nuclear hormone receptor DAF-12 (Heterodera glycines), GAL4 fusion; HEK293 GAL4-hgDAF12 UAS-luciferase reporter, agonist luminescence; normalized to butyrate control; activation, % at 6.8 µM; 1.8% of 370,000 active;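 active means activation above a cutoff set at the mean of all screened compounds plus 3 SD, cut at about 10% in these data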;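 further: 0% = DMSO wells and 100% = sodium butyrate wells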
hcDAF-12 act: H. contortus DAF-12 nuclear receptor activators, primary screen, cell-based, luminescence, HEK293, lit1-tk-luc reporter | HEK293 hcDAF-12 lit1-tk-luc reporter; 0% DMSO, 100% Δ7-dafachronic acid | activation, % at 6.8 µM | 1.4% of 370,000 active;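 active means activation above the mean of all tested compounds plus 3 SD, cut at about 5.5% in these data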;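 further: 100% = response to 3 µM Δ7-dafachronic acid high control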
DAX1 inh-1: DAX1 (NR0B1) inhibitors, primary screen, cell-based, HEK293, Gal4-DAX1, luciferase luminescence; Nuclear receptor subfamily 0 group B member 1 (Homo sapiens), P51843; 0.99% of 340,000 active; AID 504766, 2011; inhibition, % at 6.75 µM; HEK293 Gal4-DAX1 luciferase reporter;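 active means inhibition above the mean over all tested compounds plus 3 SD, cut at about 4.2% in these data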;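 further: 0% = DAX1-transfected cells with DMSO and 100% = empty-vector control cells with DMSO; inhibition shows as a rise in luminescence from relieved DAX1 repression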
Target sequence (P51843 207-470 limits assumed): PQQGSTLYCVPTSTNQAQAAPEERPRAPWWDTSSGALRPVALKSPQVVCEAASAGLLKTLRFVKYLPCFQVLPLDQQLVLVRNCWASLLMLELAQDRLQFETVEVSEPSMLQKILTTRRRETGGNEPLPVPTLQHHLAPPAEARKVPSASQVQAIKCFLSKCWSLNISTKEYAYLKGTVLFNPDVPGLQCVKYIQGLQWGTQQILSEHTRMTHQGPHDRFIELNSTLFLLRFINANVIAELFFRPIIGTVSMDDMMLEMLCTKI
NPR1 activator: GC-A stimulated cGMP production enhancers – HEK293 GC-A cells, cGMP TR-FRET, EC30 ANP, primary screen | Atrial natriuretic peptide receptor 1 (Homo sapiens), P16066 | 0% at EC30 ANP, 100% saturating ANP | activation, % at 10 µM | 0.14% of 370,000 active | AID 1671463, 2021; in the data active means activation above about 40%
ssDAF12 agonist: S. stercoralis DAF-12 nuclear receptor activators, primary screen, cell-based, luminescence, HEK293, GRIP1 co-expression, lit1-tk-luc; Nuclear hormone receptor DAF-12 (Strongyloides stercoralis); HEK293 ssDAF-12/GRIP1 lit1-tk-luc reporter; % of 3 µM dafachronic acid response; activation, % at 6.8 µM; 1% of 370,000 active; AID 652126, 2013;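 active means activation above the mean over all tested compounds plus 3 SD, cut at about 0.9% in these data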;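 further: 0% = DMSO-only wells and 100% = 3 µM delta7-dafachronic acid wells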
SMARCA2 act: SMARCA2 (BRM) function activators, primary screen, cell-based, luminescence, high throughput; 1% of 370,000 active; MG213 cells, MMTV-luciferase reporter, dexamethasone, overnight; AID 652017, 2013; activation, % at 9.1 µM; in the data active means activation above about 7.8%;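 further: 0% = vehicle wells and 100% = reference activator wells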
PG9 binder: binders of HIV-1 gp120 antibody PG9, primary screen, biochemical, TR-FRET; TR-FRET gp120-PG9 antibody binding; inhibition, % at 6.7 µM; 0.43% of 360,000 active; AID 624416, 2012; in the data active means inhibition above about 8.5%
ADAM17 inh: ADAM17 inhibitors, primary screen, biochemical, QFRET; recombinant ADAM17, EDANS/DABCYL FRET peptide cleavage; inhibition, % at 6.95 µM; 0.83% of 370,000 active; AID 720648, 2013;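 active means inhibition above the mean of compounds lying between control limits plus 3 SD, set per campaign, cut at about 8.5% in these data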;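 further: 0% = DMSO-only wells as the low control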
DAX1 inh-2: DAX1 (NR0B1) inhibitors on StAR promoter, primary screen, cell-based, luminescence, SF-1 (NR5A1), full-length DAX-1; 1.1% of 370,000 active; AID 652010, 2013; HEK293T StAR-luciferase reporter, SF-1/DAX-1 repression relief; inhibition, % at 6.8 µM;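 active means inhibition above the mean over all tested compounds plus 3 SD, cut at about 3.6% in these data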;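 further: 0% = DAX-1 cells with DMSO and 100% = cells lacking DAX-1 with DMSO; higher inhibition means more luminescence from relief of DAX-1 repression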
An asterisk follows results filed as active; i = inactive; . = no result given. Outcome played no part in choosing rows; about 6.8% have a hit in one of these screens.

The first 2 entries (preview)
SMILES	ADAM10 inh	FXN GAA850 act	hgDAF12 agonist	hcDAF-12 act	DAX1 inh-1	NPR1 activator	ssDAF12 agonist	SMARCA2 act	PG9 binder	ADAM17 inh	DAX1 inh-2
CN(Cc1nc2ccccc2n1C)C(=O)c1cccs1	10	-1.4	-0.3	-2.1	1.1	3	-1.9	1	-0.7	0	-0.5
c1ccc(COn2c(-c3ccccc3)nc3c2CCc2nonc2-3)cc1	-5	-0.5	0.8	-1.7	-0.4	6	-0.8	1	-1.0	-3	-0.7

The listing, repeating the preview:
SMILES	ADAM10 inh	FXN GAA850 act	hgDAF12 agonist	hcDAF-12 act	DAX1 inh-1	NPR1 activator	ssDAF12 agonist	SMARCA2 act	PG9 binder	ADAM17 inh	DAX1 inh-2
CN(Cc1nc2ccccc2n1C)C(=O)c1cccs1	10	-1.4	-0.3	-2.1	1.1	3	-1.9	1	-0.7	0	-0.5
c1ccc(COn2c(-c3ccccc3)nc3c2CCc2nonc2-3)cc1	-5	-0.5	0.8	-1.7	-0.4	6	-0.8	1	-1.0	-3	-0.7
CC12CN3CC(C)(CN(C1)C3c1ccc(Br)cc1)C2 (stereo not given)	5	-1.1	0.9	-0.4	0.0	3	-1.2	4	-3.2	0	-0.4
O=C(NC1CCN(Cc2nnnn2CCc2ccccc2)CC1)c1ccccc1F	-1	-1.9	1.8	-3.0	0.2	3	-1.1	3	2.5	-7	0.1
COCCn1c(N)c(C(=O)NCc2cccs2)c2nc3ccccc3nc21	i	-2.4	-1.5	-1.0	-1.1	22	-1.2	2	-1.4	-275	-1.7
CS(=O)(=O)N(CC(=O)NC1CCCCCC1)Cc1ccc(Cl)cc1	-5	-0.7	-1.4	-0.5	-0.3	-3	-1.2	0	-1.1	-3	0.3
CC(=O)Oc1ccc(N2C(=O)C3C4C=CC(O4)C3C2=O)cc1 (stereo not given)	-2	-0.2	0.6	-1.2	0.8	5	-1.4	1	2.0	9.8*	0.2
CC(=O)c1c(C)[nH]c(C(=O)OC(C)C(=O)Nc2ccc(C)c(S(=O)(=O)N3CCOCC3)c2)c1C (stereo not given)	-8	0.9	-1.5	-3.0	-0.2	-3	-1.0	1	-1.5	0	-0.4
COC(=O)c1cc2c(c3c4cc(F)ccc4n(S(=O)(=O)c4ccccc4)c13)C(=O)N(Cc1ccc(N(C)C)cc1)C2	-8	.	-0.5	1.3	.	0	-0.4	-4	-1.6	1	0.6
Cc1ccc(NC(=O)CSc2nnc(-c3ccncc3)s2)cc1	-4	-1.0	1.2	-0.8	-0.3	-17	-1.0	-3	-1.7	-1	0.2

Individual results from the results shown.
Entry for O=C(NC1CCN(Cc2nnnn2CCc2ccccc2)CC1)c1ccccc1F under ssDAF12 agonist: -1.1
Entry for CC12CN3CC(C)(CN(C1)C3c1ccc(Br)cc1)C2 (stereo not given) under FXN GAA850 act: -1.1

Three entries from above, with two lines to a compound.
Every second line gives: ADAM10 inh, FXN GAA850 act, hgDAF12 agonist, hcDAF-12 act, DAX1 inh-1, NPR1 activator, ssDAF12 agonist, SMARCA2 act, PG9 binder, ADAM17 inh, DAX1 inh-2
COCCn1c(N)c(C(=O)NCc2cccs2)c2nc3ccccc3nc21
→ i, -2.4, -1.5, -1.0, -1.1, 22, -1.2, 2, -1.4, -275, -1.7
CS(=O)(=O)N(CC(=O)NC1CCCCCC1)Cc1ccc(Cl)cc1
→ -5, -0.7, -1.4, -0.5, -0.3, -3, -1.2, 0, -1.1, -3, 0.3
CC(=O)Oc1ccc(N2C(=O)C3C4C=CC(O4)C3C2=O)cc1 (stereo not given)
→ -2, -0.2, 0.6, -1.2, 0.8, 5, -1.4, 1, 2.0, 9.8*, 0.2

Further results follow:
SMILES	ADAM10 inh	FXN GAA850 act	hgDAF12 agonist	hcDAF-12 act	DAX1 inh-1	NPR1 activator	ssDAF12 agonist	SMARCA2 act	PG9 binder	ADAM17 inh	DAX1 inh-2
CN(C)CCCCOc1cccc(Br)c1	-2	-0.4	-1.9	-0.3	0.3	1	-1.4	-2	0.8	-2	0.1
CCCCN(CCCC)CCCNC(=O)c1ccc2nc(-c3ccccc3NC(C)=O)c(=O)[nH]c2c1	-29	0.8	-1.1	0.5	-0.1	4	-1.5	-4	0.8	-10	-0.2
N#Cc1ccccc1OCC(=O)OCC(=O)NC1CCCCCC1	-16	0.6	3.1	4.3	0.9	-3	-0.9	-1	0.4	-1	-0.6
Cc1ccc(C(=O)OCc2nnc(-c3ccccc3)o2)o1	-14	3.9	2.2	-1.9	2.4	0	-1.3	-2	0.2	-1	0.1
O=S(=O)(NCCc1cn2ccccc2n1)c1ccc(F)c(C(F)(F)F)c1	-13	-0.3	-1.0	2.0	-1.3	0	-0.8	-3	0.8	1	-0.3
Cc1ccc2[nH]c3c(=O)n(N)c(=O)[nH]c3c2c1	-373	0.9	2.1	1.9	.	-1	-1.2	-1	-5.5	-146	0.2
CCN(CC)Cc1c(O)ccc2c(-c3ccccc3)cc(=O)oc12	-267	-2.1	-1.0	-1.9	0.8	4	-1.7	2	-0.5	-53	-0.8
COc1ccc(C(=O)NCCN2CCOCC2)c(OC)c1OC	8	0.4	-0.7	1.2	0.3	2	-1.5	0	0.1	-1	-0.3
CC(C)CCNC(=O)c1cccc(S(=O)(=O)N2CCc3ccccc32)c1	-1	2.0	-5.5	-3.1	-0.1	-31	-1.5	0	3.1	4	-0.8
Cc1nc(-c2ccc(Cl)cc2)sc1C1(C)CC(c2c(Cl)cccc2Cl)=NO1 (stereo not given)	-6	-0.2	1.1	-0.8	1.2	0	-0.9	0	0.9	-2	-0.3
CCCn1ncc(CN2CCC(Oc3ccc(C(=O)N4CCCC4)cc3)CC2)c1C	9	1.0	-1.3	-2.2	-0.1	1	-1.1	7	-3.5	-4	0.1
CN1CCN(S(=O)(=O)c2cccc(C(=O)Oc3ccccc3Cl)c2)CC1	-5	0.8	-2.0	1.6	-0.5	-1	-0.7	-4	1.9	6	1.5
CCNc1nc(NCC)nc(OCCNS(=O)(=O)c2ccccc2)n1	-1	3.0	-6.1	-1.4	0.1	2	-0.8	3	-1.9	-1	-0.3
O=C(COc1cccc(C(F)(F)F)c1)NNC(=O)Cc1ccc(S(=O)(=O)N2CCOCC2)s1	-5	-1.0	2.4	-0.5	0.3	-1	-0.8	-1	-0.6	-4	-0.2
